High-throughput results as filed in PubChem BioAssay.
SIAH1 antagonists = Siah-1 peptide-binding antagonists, primary screen, biochemical, fluorescence polarization, rhodamine-plectin, uHTS (AID 1817) | 0.02% of 290,000 active | one-dose displacement, % at 20 µM; IC50 in µM for titrated hits | Siah-1 / rhodamine-plectin peptide fluorescence polarization; higher % means a stronger effect | E3 ubiquitin-protein ligase SIAH1 (Homo sapiens);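 active = displacement of at least 50% at 20 µM, with a fluorescence ratio check between 0.3 and a set limit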;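 also: plate controls were Siah plus tracer with DMSO for no effect and tracer alone without Siah for full effect; strong numbers were not always called active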
Lipid droplet = inhibitors of hepatocyte lipid droplet formation, primary screen, imaging, high-throughput imaging, BODIPY stain; AML12 mouse hepatocytes, oleate lipid droplets; inhibition, % at 6.5 µM; 0.4% of 240,000 active;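 active = lipid droplet intensity inhibited by at least 50%, with more than 500 cells counted; inconclusive = wells with under 300 cells, treated as cytotoxic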
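Material – AML12 mouse liver cells · Also added – oleate loading, 100 µM · Compound dosing – 6.5 µM single-point dosing · Times – overnight treatment with compound plus oleate · Measured by – fluorescence imaging, 20x objective, two fields per well · Read-out – percent inhibition of filter-corrected integrated lipid droplet intensity per well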
NOD2 inhibition = NOD2 signaling inhibitors, cell-based, luminescence, uHTS, HEK293 (AID 1566); 0.63% of 290,000 active; inhibition, % at 4 µM, or EC50 in µM where a hit was titrated; HEK293 NOD2/NF-kB luciferase reporter, luminescence; higher % means a stronger effect; also: many of its hits are not listed in these tables
M17LAP inhibition = P. falciparum M17LAP inhibitors, primary screen, biochemical, fluorogenic H-Leu-NHMec substrate, 1536-well (AID 1619); recombinant M17LAP, H-Leu-NHMec fluorogenic kinetic assay; higher % means a stronger effect; Leucine aminopeptidase (Plasmodium falciparum (isolate 3D7)); 0.38% of 220,000 active; inhibition, % at 30 µM, or IC50 in µM where a hit was titrated;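 active = compound inhibiting the enzyme by more than half at any dose during confirmatory dose-response retesting; inconclusive = strong single-dose inhibitors picked by rank but not retested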;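 also: plate controls were full reaction with DMSO carrier for no effect and no enzyme background for full effect; strong numbers were not always called active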
LYP phosphatase = inhibitors of LYP phosphatase, biochemical, fluorescence intensity, uHTS (AID 1779). Tyrosine-protein phosphatase non-receptor type 22 (Homo sapiens). inhibition, % at 11.5 µM; hits with a dose series show IC50 in µM. recombinant LYP phosphatase, fluorescence intensity; higher % means a stronger effect. 0.054% of 290,000 active;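 also: plate controls were vehicle with enzyme for no effect and no enzyme for full effect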
ER stress rescue = rescue of cells from ER stress-induced death, primary screen, 384-well, CSM14.1, thapsigargin, ATP luminescence (AID 1222); 190,000 tested, under 10 active; CSM14.1 thapsigargin-induced death rescue, ATP luminescence; higher % means a stronger effect; cellular ATP content (survival), % at 20 µM, or EC50 in µM where a hit was titrated;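 active = EC50 below 50 µM in the dose-response confirmation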;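 also: death triggered by thapsigargin at about 15 µM added after 2 h compound pretreatment; cell ATP read after overnight thapsigargin exposure of roughly 18 to 22 hours; normalized against plate controls of thapsigargin alone and 5% DMSO vehicle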
XIAP displacement = XIAP antagonists, biochemical, IAP family, fluorescence polarization (AID 1018) | XIAP BIR domain, fluorescence polarization peptide displacement; higher % means a stronger effect | one-dose displacement, % at 20 µM; IC50 in µM for titrated hits | 0.007% of 200,000 active; in the data active = displacement above about 50%; also: a part of the inactive calls stands beside numbers as strong as those of hits
AID2073 = inhibitors of Mint1-CaV2.2 protein interaction, biochemical, HTRF (AID 2073); HTRF protein-protein interaction, Mint1-CaV2.2; higher % means a stronger effect; 0.19% of 290,000 active; one-dose inhibition, % at 20 µM; IC50 in µM for titrated hits; in the data active = inhibition mostly above about 51%, no sharp cut-off; inconclusive = no clear call, values can overlap the other calls; inactive = mostly below about 53%; also: some results filed as inactive read as strong as hits
P. falciparum M1AAP = P. falciparum M1AAP inhibitors, biochemical, fluorogenic H-Leu-NHMec substrate, 1536-well (AID 1445) | Aminopeptidase N (Plasmodium falciparum (isolate 3D7)) | recombinant M1AAP, H-Leu-NHMec fluorogenic kinetic assay; higher % means a stronger effect | inhibition, % at 30 µM; hits with a dose series show IC50 in µM | 0.42% of 220,000 active;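 active = primary inhibition above the hit cutoff, then over 50% inhibition at one or more dose response concentrations, cut at about 23% in these data, passing the limit was not always enough; inconclusive = conflicting primary data, or primary hits not chosen for dose response; inactive = low primary inhibition, or under 50% at every dose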;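 also: plate controls were DMSO full reaction for no effect and no enzyme background for full effect; strong numbers were not always called active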
Lipid droplet cells 6.5 µM = second read-out of Lipid droplet, no call of its own (marks repeat the call); cell count; measured here: cell count, cytotoxicity flag;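 cells counted across two imaged fields per well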
Starred values were filed as active, the others as inactive; ? = inconclusive; / = not tested or not shown. Rule as the data show it, unless noted: active = inhibition above about 50%; inactive = the rest. Only part of the results is shown; the hit share may differ from the screen's.

SMILES | SIAH1 antagonists | Lipid droplet | Lipid droplet cells 6.5 µM | NOD2 inhibition | M17LAP inhibition | LYP phosphatase | ER stress rescue | XIAP displacement | AID2073 | P. falciparum M1AAP
Cc1cc(C)n2nc3nc4c(cc3c2n1)CCCC4 | 1.5% | / | / | -44.7% | -121.0% | -0.2% | -0.6% | 2.7% | 22.6% | 8.9%
COc1cccc(OC)c1-c1nn2c(-c3ccccc3Cl)nnc2s1 | 0.4% | / | / | 8.7% | -5.0% | -0.7% | -0.1% | 1.5% | 3.6% | 0.0%
Cc1cccc(N(CC(=O)Nc2ccc(-c3nc4ccc(C)cc4s3)cc2)S(C)(=O)=O)c1 | 1.6% | / | / | -137.7% | -3.2% | -7.5% | 1.9% | -6.3% | 24.1% | -8.7%
CCOC(=O)COc1ccc(S(=O)(=O)N2CCN(c3ccccc3F)CC2)cc1 | 0.8% | -7.0 | 793 | 0.5% | -6.4% | 0.5% | -4.0% | -3.2% | -9.3% | 4.4%
CC(c1ccccc1)n1c(Br)nc2c1c(=O)[nH]c(=O)n2C (stereo unspecified) | 5.5% | -19.0 | 795 | 5.7% | / | -2.6% | / | / | -0.1% | /
CCN(C(=O)c1sc(N)c(C#N)c1C)C1CCCCC1 | 4.2% | / | / | -8.8% | -2.9% | 1.4% | -1.4% | 1.4% | 35.6% | 3.8%
COCCCNC(=O)c1cc2c(=O)n3cc(C)ccc3nc2nc1NCC1CCCO1 (stereo unspecified) | 7.2% | 8.7 | 648 | 19.8% | -108.5% | -85.6% | 3.2% | -2.8% | 21.9% | 31.5%
O=C(/C=C/c1ccc(Cl)cc1Cl)NCCSc1ccccc1 | -1.1% | 1.7 | 610 | -7.7% | -11.9% | 0.4% | -1.1% | -7.4% | 9.2% | -3.5%
Cc1ccc(C(NC(=O)Nc2ccccn2)C(Cl)(Cl)Cl)cc1F (stereo unspecified) | -0.7% | 8.5 | 755 | 14.1% | / | -0.8% | / | / | 15.0% | /
Cc1cccc(NC(=O)c2cccc(N3C(=O)C4C5C=CC(C6CC56)C4C3=O)c2)c1 (stereo unspecified) | -1.4% | -4.7 | 742 | 23.8% | / | -4.0% | / | / | 10.7% | /
Cc1nc(-c2ccc(NC(=O)c3cccs3)cc2)cs1 | 1.1% | 14.2 | 647 | -137.3% | 5.9% | -0.2% | / | 2.2% | 3.9% | 5.0%
Cc1noc(N)c1C(=O)Nc1ccc(C(C)(C)C)cc1 | 8.1% | / | / | -49.9% | 27.8% | -1.4% | -5.0% | -12.3% | 4.5% | 6.4%
CC(NC(=O)C1CCC(CNC(=O)[C@@H]2Cc3ccccc3CN2)CC1)c1ccccc1 (stereo partly specified) | -0.6% | 25.4 | 698 | 12.7% | / | -12.1% | / | / | 11.4% | /
C=CCN(C(=O)c1csnn1)C(C(=O)NCc1ccccc1)c1ccccc1F (stereo unspecified) | 11.1% | 50.9* | 786* | 5.4% | / | -5.4% | / | / | 3.8% | /
CCc1ccc(OCC(O)CN2CCN(c3ccc(OC)cc3)CC2)cc1 (stereo unspecified) | -6.6% | 7.5 | 417 | 16.8% | / | -7.0% | / | / | -3.5% | /
CC(C)c1ccc(NC(=S)N2CCN(S(=O)(=O)c3ccccc3)CC2)cc1 | -1.4% | -4.2 | 620 | 33.2% | / | -7.4% | / | / | -19.6% | /
Cc1ccc2c(=O)[nH]c(Cc3ccccc3C(=O)O)nc2c1 | 0.8% | 10.2 | 728 | 40.2% | 2.3% | -0.4% | / | / | 0.7% | 3.5%
Clc1ccc(OCCCc2nc(-c3cccnc3)no2)c(Cl)c1 | -3.8% | / | / | 3.9% | -7.8% | -0.5% | -1.7% | -4.5% | -4.1% | -1.0%
O=C(NCCSCc1ccccc1)c1ccc(F)cc1 | 9.1% | -19.5 | 668 | -9.2% | 8.1% | -5.2% | -3.3% | -5.7% | 5.8% | -4.4%
CC(C)OC(=O)c1ccccc1C(=O)c1ccc(N)c([N+](=O)[O-])c1 | 11.0% | -13.6 | 664 | 23.2% | 5.0% | 0.4% | 2.9% | -6.0% | -0.9% | 3.1%
CC(=O)Oc1ccc(C(=O)O)c(OC(C)=O)c1 | 1.0% | -0.1 | 719 | 14.1% | -3.1% | -2.7% | / | / | 5.9% | 4.4%
Cc1c2cnn(CC(=O)N3CCN(c4ncccn4)CC3)c(=O)c2c(C)n1Cc1ccc(F)cc1 | 7.3% | 13.5 | 625 | 3.4% | 13.6% | -3.9% | -0.2% | -3.2% | 11.4% | 2.4%
CC/C(=N\NC(=O)c1ccc(N(C)C)cc1)c1ccccc1 | 0.2% | 0.5 | 701 | -34.6% | 5.9% | -3.8% | -6.5% | -12.0% | 2.6% | 4.5%
O=C(NCc1ccco1)c1ccc(CS(=O)(=O)Cc2ccc(Cl)cc2)o1 | 0.5% | / | / | 8.7% | -7.6% | -6.4% | 0.3% | -6.1% | -6.4% | -2.9%
CCc1ccc(-n2c(SCc3c(C)noc3C)nnc2-c2ccncc2)cc1 | 1.1% | -5.2 | 768 | 7.8% | -2.0% | 3.2% | 1.8% | -14.4% | -15.9% | -5.5%
Continued.
SMILES | SIAH1 antagonists | Lipid droplet | Lipid droplet cells 6.5 µM | NOD2 inhibition | M17LAP inhibition | LYP phosphatase | ER stress rescue | XIAP displacement | AID2073 | P. falciparum M1AAP
COc1ccccc1OCC(=O)Nc1ccc(S(=O)(=O)Nc2cc(C)on2)cc1 | -1.4% | -3.1 | 800 | 2.7% | / | -5.0% | / | / | -3.2% | /
Cc1ccccc1C(=O)/C=C1/SCC(=O)N1C | 4.4% | 14.2 | 669 | 12.2% | 10.5% | -1.5% | 1.2% | -5.1% | 1.7% | 6.0%
O=C(CCN1C(=O)/C(=C/c2ccccc2Cl)SC1=S)NN1CCOCC1 | 3.9% | 0.2 | 678 | -7.1% | / | -8.3% | / | / | -12.0% | /
O=C(c1ccc(Cl)c(Cl)c1)N1CCC(=O)N(C(COCc2ccccc2)Cc2ccccc2)CC1 (stereo unspecified) | 2.9% | -22.5 | 728 | -2.0% | 11.8% | 3.5% | -4.0% | -7.8% | -0.7% | 3.9%
COc1ccc(S(=O)(=O)N2CCc3ccccc32)cc1[N+](=O)[O-] | 5.1% | -24.5 | 416 | 21.3% | / | 18.5% | / | / | 0.0% | /
O=C(CN(Cc1ccccc1)C(=O)CNS(=O)(=O)c1ccc(F)cc1)NCC1CCCO1 (stereo unspecified) | -4.0% | -0.2 | 801 | 15.1% | / | -4.2% | / | / | 11.6% | /
Cc1ccc(C)c(NC(=O)Cc2nc(CNCC(C)C)cs2)c1 | 3.1% | -4.8 | 771 | -2.4% | / | -7.4% | / | / | 10.9% | /
CC(C)[C@H](NC(N)=O)C(=O)Nc1cccc([N+](=O)[O-])c1 | 7.8% | -0.4 | 712 | -2.3% | -3.6% | -5.7% | 0.0% | -1.1% | -1.5% | -0.3%
Nc1c(NC2CCCCC2)c2ccccc2oc1=O | 0.2% | 6.1 | 723 | 7.1% | 6.0% | -1.4% | -1.3% | / | 22.0% | 8.6%
CC1(C)Cc2c(C#N)c(NCCN3CCOCC3)nc(-c3ccco3)c2CO1 | -6.5% | / | / | 2.6% | -3.9% | -2.2% | 0.5% | -4.9% | 18.4% | 8.3%
CCOc1ccc(S(=O)(=O)Nc2cc(C)ccn2)c2ccccc12 | 1.6% | -6.8 | 736 | 13.2% | -6.7% | -1.3% | 2.8% | -4.1% | 4.7% | 4.5%
CCc1ccc2[nH]c(=O)c(C(c3nnnn3CCOC)N3CCN(c4ccc(F)cc4)CC3)cc2c1 (stereo unspecified) | 2.6% | -0.3 | 746 | 4.2% | 4.2% | -1.6% | -2.1% | -3.8% | 16.4% | 8.9%
CCC(C)(C)n1nnnc1CN1CCN(c2ccc(OC)cc2)CC1 | -3.4% | 7.8 | 746 | 4.9% | 0.4% | -6.3% | -0.3% | -16.8% | -9.4% | 2.0%
CN(CC(=O)Nc1ccccc1Br)CC(=O)Nc1ccccc1C(F)(F)F | 2.1% | 1.5 | 787 | 5.7% | / | -4.4% | / | / | 9.3% | /
COc1ccc(C2CC(=O)C3=C(C2)Nc2ccccc2NC3c2coc3ccccc3c2=O)cc1OC (stereo unspecified) | 4.9% | 14.4 | 749 | -7.8% | 6.9% | -1.5% | -2.3% | 5.2% | 7.8% | 11.5%
CC(C)(CO)CNC(=O)CC1C(=O)NCCN1CC(c1ccccc1)c1ccccc1 (stereo unspecified) | 0.6% | -2.2 | 687 | 6.8% | -4.3% | -6.4% | 0.6% | -8.7% | 5.8% | 0.1%
CC(C)c1nc(NCCN2CCOCC2)c(C#N)c2c1COC(C)(C)C2 | 3.1% | / | / | 9.0% | 9.9% | -5.0% | -0.4% | -2.9% | 0.7% | 11.9%
CN(C)C(=O)c1ccccc1Sc1ccc(Cl)cc1Cl | -0.4% | -17.2 | 847 | -3.7% | -2.5% | -7.7% | -0.7% | -4.2% | 36.3% | 1.2%
Cc1ccc(Cl)cc1-n1c(=O)cc(N2CC(C)OC(C)C2)[nH]c1=O (stereo unspecified) | -4.0% | / | / | 21.5% | 9.6% | -9.7% | 0.0% | -4.0% | -23.9% | -1.3%
CCc1ccc(NC(=O)Cn2nnc(C(=O)NCCc3ccc(OC)c(OC)c3)c2N)cc1 | -0.8% | -31.0 | 711 | -5.4% | / | -15.0% | / | / | -3.8% | /
Cc1cc[n+](-c2ccccc2)c2ccccc12 | -10.3% | 12.3 | 708 | 11.9% | 5.7% | -6.7% | / | -6.3% | -1.2% | 2.2%
CSC1=NSC2=NC(=O)/C(=C/c3coc4ccccc4c3=O)C(=N)N12 | -1.0% | 7.0 | 554 | -5.9% | 13.6% | -6.2% | -2.6% | -5.2% | 15.1% | ?
N#Cc1ccc(Cn2c(=O)c(C#N)c3n(c2=O)CCC3)cc1 | 0.9% | / | / | -5.5% | -15.8% | -7.2% | -2.5% | -1.8% | 1.1% | 0.6%
CC(C)Cc1nnc(NC(=O)CCC(=O)Nc2ccc3cn[nH]c3c2)s1 | 2.0% | 3.4 | 710 | -8.0% | -3.9% | 1.7% | / | / | 0.5% | 3.7%
CCOC(=O)C(Cc1ccc(O)cc1)NC(=O)CNC(=O)C1CCCN1C(=O)OC(C)(C)C (stereo unspecified) | 2.4% | -1.9 | 696 | 13.4% | -8.9% | -6.0% | 8.3% | -3.9% | -0.4% | -0.2%
Cc1ccc(C(=O)O/N=C(\N)Cc2ccc([N+](=O)[O-])cc2)c(Cl)c1 | 14.1% | 5.8 | 702 | 3.7% | 3.5% | -7.7% | / | / | 3.3% | 6.1%
